# CAL PDZ FP-1: human CAL PDZ-peptide interaction inhibition | AID 504414 | inhibition, % at 20 µM | purified CAL PDZ, TMR-peptide fluorescence polarization, 1 h | 330,000 tested, 0.02% active;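 active = highest replicate inhibition of at least 40%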;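 note: plate controls were DMSO neutral control wells for no effect and unlabeled competitor peptide control wells for full effect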
#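 Material – purified CerCALP PDZ construct · Detection – FP readout, S and P plane fluorescence · Measure – percent inhibition from loss of millipolarization · Controls – unlabelled peptide for full inhibition, DMSO wells as neutral · Probe or stimulus – TMR-labelled reporter peptide T*-PRC34 bound in PDZ groove · Times – 1 h at RT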
# LANA DNA inh: inhibitors of KSHV LANA C-terminal domain DNA binding; AID 504423; 340,000 tested, 0.078% active; inhibition, % at 9 µM; MBP-C-LANA/FAM-LBS DNA binding, fluorescence polarization;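 active = highest replicate inhibition at or above 60% at 9 µM, even if other replicates fall short; inactive = all replicates below 60% inhibition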;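 note: 0% = neutral control wells and 100% = 4 µM acridine orange control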
# NSD2 HMT inh: inhibitors of human histone methyltransferase NSD2; NSD2 peptide methylation, AlphaScreen, 120 min; inhibition, % at 12.5 µM; 310,000 tested, 0.54% active; AID 743445; in the data active = inhibition above about 50%
# RTF Ca sens inh: cardiac RTF calcium desensitization; P19429+P45379; IANBD-labeled cardiac RTF, Ca2+ fluorescence; inhibition, % at 7.15 µM; 340,000 tested, 0.12% active; AID 493244;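 active = inhibition above the mean inhibition of all tested compounds plus 3 SD, cut at about 17% in these data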;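 note: assay run at fixed EC70 calcium of 1.6 mM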
# Keap1 Nrf2 FP: Keap1-Nrf2 (human) interaction inhibition | Q14145 | 340,000 tested, 0.15% active | Keap1 Kelch-Nrf2 peptide fluorescence polarization, 1536-well | inhibition, % at 9.4 µM | AID 504523; in the data active = inhibition above about 12%;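 note: human Keap1 Kelch domain with fluorescein labeled Nrf2 9mer peptide probe; 0% = neutral control wells and 100% = peptide positive control; higher means more block of Keap1 binding to Nrf2 peptide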
# Target sequence (Q14145 whole entry, looked up, the tested form may be a part): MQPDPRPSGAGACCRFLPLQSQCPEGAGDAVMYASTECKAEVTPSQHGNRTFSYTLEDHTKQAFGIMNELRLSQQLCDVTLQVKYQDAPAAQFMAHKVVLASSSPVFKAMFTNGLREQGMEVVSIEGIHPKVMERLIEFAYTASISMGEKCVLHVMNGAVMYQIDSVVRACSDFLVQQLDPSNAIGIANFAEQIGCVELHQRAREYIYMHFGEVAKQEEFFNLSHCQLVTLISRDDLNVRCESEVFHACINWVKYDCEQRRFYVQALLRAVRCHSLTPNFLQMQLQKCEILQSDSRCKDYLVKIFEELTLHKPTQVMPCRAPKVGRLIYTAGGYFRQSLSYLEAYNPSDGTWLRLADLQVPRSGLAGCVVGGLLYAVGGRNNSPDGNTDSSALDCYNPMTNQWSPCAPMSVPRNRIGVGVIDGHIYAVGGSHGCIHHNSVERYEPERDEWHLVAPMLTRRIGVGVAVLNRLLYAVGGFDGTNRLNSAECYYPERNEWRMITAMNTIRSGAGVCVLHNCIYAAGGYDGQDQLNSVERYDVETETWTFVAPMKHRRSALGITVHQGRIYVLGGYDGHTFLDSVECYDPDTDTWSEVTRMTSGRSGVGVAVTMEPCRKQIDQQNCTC
# Pemphigus Ab inh: blocks pemphigus antibody binding to human desmoglein-3; AID 588358; 310,000 tested, 0.48% active; P32926; binding (percent of control), % at 10 µM; DSG3-coupled beads, scFv-anti-DSG3-GFP binding, flow cytometry; stronger effect = lower value;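 active = binding more than 3 SD below its plate's average and above zero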;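 note: hits lower antibody fragment binding to DSG3; some compounds called inactive have numbers as strong as hits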
# Arr AP2 block: blocks beta-arrestin peptide binding to AP2 adaptin; FITC-arrestin peptide / GST-AP2 beads, flow cytometry; AP2 beta2 appendage carries R879A mutation; inhibition, % at 10 µM; 340,000 tested, 0.31% active;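 active = inhibition above a set limit, near 3 SD of compounds lacking own fluorescence, cut at about 54% in these data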;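 note: plate controls were DMSO wells for no effect and 5 µM unlabelled arrestin peptide for full effect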
#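 Material – GST-tagged AP2 beta2-adaptin appendage (R879A) on 4 µm glutathione beads · Probe or stimulus – fluorescein-tagged arrestin peptide at 50 nM final · Timing – 12 min plus 1 h, RT · Detection – bead flow cytometry, FITC channel · Read-out basis – inhibition as reduced fluorescein signal on beads, percent · Medium – PBS plus Tween 20 (0.05%) and BSA (0.1%)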
# V-ATPase pHluor: yeast V-ATPase proton transport regulation by pHLuorin; S. cerevisiae, pHLuorin cytosolic pH fluorescence; response, % at 10 µM; 350,000 tested, 0.37% active; in the data active = response mostly above about 7.3%, no sharp cut-off; inactive = mostly below about 5.4%; note: actives read high; inactives centre near 0; some compounds called inactive have numbers as strong as hits
# CAL PDZ FP-2: blocks peptide binding to the human CAL PDZ domain; Q9HD26; purified CAL PDZ, TMR-peptide fluorescence polarization, 1 h; inhibition, % at 24.9 µM; 300,000 tested, 0.92% active; AID 602252;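 active = mean inhibition of at least 30% with at least half of replicates also reaching 30%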;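 note: 0% = DMSO neutral control and 100% = excess unlabeled competitor peptide PRC23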
# DAGLB inh: blocks human DAGLB lipase activity; 340,000 tested, 0.059% active; HEK293T DAGLB membrane lysate, EnzChek fluorogenic substrate; inhibition, % at 5.17 µM; Q8NCG7; in the data active = inhibition above about 34%;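 note: 0% = enzyme with vehicle and 100% = wells lacking enzyme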
# Starred values were filed as active, the others as inactive; · = not tested or not shown. A portion of the library; count on the stated rates, not on these rows.
SMILES,CAL PDZ FP-1,LANA DNA inh,NSD2 HMT inh,RTF Ca sens inh,Keap1 Nrf2 FP,Pemphigus Ab inh,Arr AP2 block,V-ATPase pHluor,CAL PDZ FP-2,DAGLB inh
CC(=O)NC(C)C(=O)OCC(=O)c1ccc(Cl)s1 (stereo not given),-1.2,0.8,-4,-7,-1,101,-11,-7,-2,0
COc1ccccc1N(CC(=O)NCCSCc1ccc(C)cc1)S(=O)(=O)c1ccccc1,-0.5,-4.2,-1,1,-6,121,3,-7,2,-3
CC1=CCC2C(=O)N(c3ccc(N4CCOCC4)cc3)C(=O)C2C1 (stereo not given),-0.2,0.7,-2,-6,4,116,2,-8,-4,0
CCC(=O)N1CCN(c2ccccc2NC(=O)COc2cccc(C)c2)CC1,0.5,-0.9,-5,1,-1,99,1,-2,-3,0
c1ccc(-c2cc3c(-n4cccc4)ncnc3o2)cc1,-2.9,2.3,-2,-2,-2,124,3,2,-4,-12
CCN1CCN(c2nc3c(C)cccn3c(=O)c2/C=C(\C#N)C(=O)NC)CC1,0.1,2.0,6,-11,0,98,6,-4,·,-4
COc1cc(NC(=O)CCCc2c[nH]c3ccccc23)cc(OC)c1,-1.9,0.8,2,9,0,105,7,0,1,-3
CCCCc1nc(NCc2ccccc2)c(C#N)c2c1COC(C)(C)C2,1.6,-1.4,·,-1,-1,98,-3,2,-6,0
Cc1cccc(NC(=O)NNC(=O)COc2ccc(Cl)cc2)c1,-3.2,0.0,-2,-16,0,85,2,0,0,-2
COc1ccc2[nH]c3c(c2c1)CCN1C(=O)C(CC(=O)NCCc2ccccn2)C[C@H](C(=O)N(C(C)C)C(C)C)[C@@]31C (stereo not given in full),0.3,2.1,·,-5,2,101,-10,-4,-3,-1
Cc1c(Cl)cccc1Nc1ccccc1C(=O)O,0.2,-0.8,·,1,-1,96,6,-1,-1,8
CC(C)(C)C(=O)Nc1cccc(-c2nc3ccccc3c(=O)o2)c1,0.0,0.2,·,-5,7,101,12,1,-2,0
COc1ccc(C(C)=O)cc1COc1ccc([N+](=O)[O-])c(C)c1,-1.8,0.1,-4,-15,2,110,·,1,-3,-1
O=c1[nH]c(SCc2ccc(F)cc2)nc2c1cnn2-c1ccc(F)cc1,0.6,0.1,·,-5,-7,95,0,2,·,4
Cc1[nH]n(-c2ccc([N+](=O)[O-])cc2)c(=O)c1C=NCC1CCCO1 (stereo not given),-1.2,1.1,-4,·,1,103,-55,-1,6,·
O=C(CN1CCN(S(=O)(=O)c2ccc(Br)cc2)CC1)Nc1ccc2c(c1)OCCO2,0.0,-0.8,1,-4,0,107,-2,0,-6,-5
COc1ccc2nc(NC(=O)CN3C(=O)NC4(CCCC4)C3=O)sc2c1,-2.9,-0.8,2,-7,1,101,-15,9,-1,-1
Cn1cc(C(=O)Nc2ccccn2)c(=O)c2ccccc21,0.9,1.2,·,-11,-1,98,-1,1,2,1
Cc1ccc(Nc2nc(C)cs2)cc1,-2.8,-0.8,-4,0,-2,93,-1,0,0,-2
Cc1cccc(-c2n[nH]c(=S)n2/N=C/c2ccco2)c1,0.9,-0.1,0,-6,-5,·,-24,0,-6,3
COC(=O)[C@@]12CCCN1[C@H](c1ccc(-c3ccc(OC)cc3)c(OC)c1)[C@@H]1C(=O)N(C)C(=O)[C@@H]12,-0.6,1.6,·,-13,-6,104,-3,1,-1,-1
CC(=O)c1cccc(NC(=O)Nc2c(C)nn(C)c2C)c1,·,-0.9,-2,-12,1,·,-4,1,-7,3
O=C(CCCn1c(SCC(=O)Nc2ccccc2C(F)(F)F)nc2ccccc2c1=O)NCC1CCCO1 (stereo not given),4.1,0.4,-5,-7,-5,107,-11,6,-3,0
COc1cc(CCC(=O)OCC(=O)Nc2ncc(Cl)cc2Cl)cc(OC)c1OC,0.0,0.2,6,-9,-4,113,31,-2,1,0
O=C(Nc1ccc(S(=O)(=O)N2CCOCC2)cc1)c1ccc(Cl)cc1Cl,-1.3,0.1,-6,2,-3,103,33,0,2,0
O=C(O)CNC(=S)N(Cc1ccccc1Cl)C1CCCCC1,-1.1,1.1,-1,-10,-2,99,3,5,·,1
C=C1C(=O)O[C@H]2C1CC[C@@](C)(O)C13C=CC(C)(C21)C1(C3)C(=O)O[C@@H]2C3C(C)=CCC3[C@](C)(O)C[C@H](OC(C)=O)C21 (stereo not given in full),-1.4,1.9,-2,-11,-15,104,-4,-3,3,1
O=C(C=Cc1ccccc1)c1cccs1,-0.9,1.5,3,-2,0,·,-3,-4,-3,0
COc1ccc2c(c1)c(-c1csc(N)n1)c(C)n2C,0.2,-0.9,5,1,2,128,7,-1,-3,4
CC(C)Nc1ccc(C(CC(N)=O)NC(=O)c2ccc(Br)cc2)cc1[N+](=O)[O-] (stereo not given),-0.4,0.6,·,5,-8,104,-6,2,4,18
O=C(O)C1CCCCC1C(=O)N1CC=C(c2ccccc2)CC1 (stereo not given),-0.7,-0.5,·,-10,-2,101,1,3,-7,-2
Cc1ccc2[nH]c(=O)c(CN(Cc3ccco3)C(=O)CN3CCCC(C)C3)cc2c1 (stereo not given),-1.6,-0.2,4,-5,-2,106,-1,3,-10,-3
CCCC1(c2ccsc2)NC(=O)NC1=O (stereo not given),-0.6,0.7,2,-1,0,·,32,2,-2,0
NS(=O)(=O)c1ccc(NC(=O)CSC2=NC(=O)C(c3ccccc3)C(=O)N2)cc1 (stereo not given),-0.3,0.7,3,2,-2,·,-1,-1,1,1
Cc1ccc(CN(N=Nc2nonc2N)c2nonc2N)c(C)c1,-1.4,0.4,4,2,2,127,19,0,-2,-2
O=C(C1CCCCC1)N1CCN(c2ccccc2F)CC1,-4.1,0.4,2,-4,-1,96,-1,6,-4,-3
O=C(O)c1cccc(N/N=C/c2sc(N3CCOCC3)nc2-c2ccccc2)c1,0.3,0.3,3,6,-1,89,7,5,-3,1
O=c1ccc(=O)n(-c2ccccc2)[nH]1,-0.3,2.0,-1,-8,0,110,1,1,-6,1
CCOCCN(C(=O)COC)c1cccc(OC)c1,-1.8,-0.8,0,0,7,58,34,4,-1,2
COC(=O)c1sccc1NC(=O)CC1C(=O)NCCN1C(=O)Nc1cc(Cl)ccc1OC (stereo not given),·,·,27,·,·,109,-6,0,·,·
COc1ccc(S(=O)(=O)NC(C)C)cc1C(=O)N1CCOCC1,-1.9,0.8,-2,-5,-2,117,-1,2,-3,-1
Cc1ccccc1COn1nnc2ccc(S(=O)(=O)N3CCOCC3)cc21,-2.5,0.8,-2,2,-4,101,2,2,1,-2
CCC1CCCCN1C(=O)COC(=O)c1cccs1 (stereo not given),0.0,0.8,-2,3,0,·,-12,2,3,-2
CCCn1c(=O)c2ccccc2n2c(SCC(=O)Nc3cc(C)on3)nnc12,-0.2,-2.1,1,-4,-2,·,-6,1,-2,0
COC(=O)/C(=N\Nc1ccc(Cl)cc1)Sc1nnc(-c2ccc(OC)cc2)n1C,-0.2,-1.5,-1,2,-3,99,24,-4,-4,-1
CN(C)C=NCCn1c(N2CCOCC2)nc2c1c(=O)n(C)c(=O)n2C,-0.9,-0.8,4,-14,2,98,10,2,·,2
COc1ccc(CCNC(=O)CN2CCN(S(=O)(=O)c3ccc(Cl)cc3)CC2)cc1OC,·,-1.8,16,-8,-7,92,-2,-4,-5,0
O=C(O)CCC(=O)Nc1ccc(N2CCCCCC2)cc1,1.1,0.1,·,-11,9,97,8,-5,0,-1
CC(=O)N1CCN(c2ccc(S(=O)(=O)NCCN(C(C)C)C(C)C)cc2[N+](=O)[O-])CC1,-2.5,0.5,0,-26,-3,108,4,3,-1,2
Cc1c(CCOC(=O)c2cc([N+](=O)[O-])cc([N+](=O)[O-])c2)sc[n+]1CCCCS(=O)(=O)[O-],0.0,1.0,·,-9,-1,98,-15,0,0,-1
# Further records
SMILES,CAL PDZ FP-1,LANA DNA inh,NSD2 HMT inh,RTF Ca sens inh,Keap1 Nrf2 FP,Pemphigus Ab inh,Arr AP2 block,V-ATPase pHluor,CAL PDZ FP-2,DAGLB inh
Cc1noc(C)c1-c1nc(CSc2ccccc2)no1,0.4,91*,-3,-3,-2,99,-6,8,0,-6
O=C(NCc1cc(C(F)(F)F)ccc1F)C1CCC(=O)N(C2CC2)C1 (stereo not given),0.1,0.4,1,1,2,94,9,-2,-3,2
Cc1ccc(CNC(=O)c2cncc(Br)c2)cc1,-0.3,-1.5,-2,-2,4,101,7,0,·,2
O=C(CSc1nc(-c2ccco2)cc(C(F)(F)F)n1)Nc1ccc2c(c1)OCO2,-1.6,0.1,0,-7,0,92,1,1,-5,-7
COc1ccc(CC(=O)Nc2cccc(SC)c2)cc1OC,-0.9,2.2,-3,-7,3,·,10,-3,2,0
Cc1cnc(C(=O)Nc2ccc(C)c(S(=O)(=O)N(C)C)c2)cn1,-1.0,0.6,2,7,3,102,9,-3,6,1
O=C(Cn1cc(C(F)(F)F)ccc1=O)Nc1cc(S(=O)(=O)N2CCOCC2)ccc1Cl,0.0,-1.1,-1,-14,-9,105,4,1,-6,-1
Cc1ccc2cc(C(c3nnnn3Cc3ccccc3)N3CCc4ccccc43)c(=O)[nH]c2c1C (stereo not given),0.2,-0.2,29,-5,-7,97,7,3,81*,3
CCN(CC)c1nc(-c2ccc(Cl)cc2)cc(C(F)(F)F)c1C#N,-0.8,2.0,-11,9,-1,107,22,-7,-4,0
Cc1cc[n+](C2=C([O-])c3ccccc3C(=O)/C2=N\S(=O)(=O)c2cccs2)cc1C,-2.3,1.2,12,-6,3,92,2,3,-3,0

# Two entries drawn at random from the list so far:
SMILES,CAL PDZ FP-1,LANA DNA inh,NSD2 HMT inh,RTF Ca sens inh,Keap1 Nrf2 FP,Pemphigus Ab inh,Arr AP2 block,V-ATPase pHluor,CAL PDZ FP-2,DAGLB inh
CC(=O)N1CCN(c2ccc(S(=O)(=O)NCCN(C(C)C)C(C)C)cc2[N+](=O)[O-])CC1,-2.5,0.5,0,-26,-3,108,4,3,-1,2
Cc1cccc(-c2n[nH]c(=S)n2/N=C/c2ccco2)c1,0.9,-0.1,0,-6,-5,·,-24,0,-6,3

# The list continues:
SMILES,CAL PDZ FP-1,LANA DNA inh,NSD2 HMT inh,RTF Ca sens inh,Keap1 Nrf2 FP,Pemphigus Ab inh,Arr AP2 block,V-ATPase pHluor,CAL PDZ FP-2,DAGLB inh
Cc1nn(C(C)(C)C)c(NC(=O)c2ccc(Cl)cc2Cl)c1Br,-0.2,-2.9,-2,·,-2,100,-7,-3,-2,·
FC(F)(F)c1cc(-c2ccco2)nc(NCc2ccco2)n1,-0.9,3.0,13,-7,-3,96,16,1,-5,0
COc1cccc(Oc2cc(NN3CCCCC3)c([N+](=O)[O-])cc2[N+](=O)[O-])c1OC,-0.3,2.2,·,4,-3,101,12,4,-3,2
O=C(CSCCO)Nc1cccc(C(F)(F)F)c1,0.2,1.1,-6,-4,-2,97,-5,2,·,-3
c1ncn(C23CC4CC(CC(C4)C2)C3)n1,-1.1,-0.5,-2,-2,-4,·,9,3,-8,-1
Fc1ccc(NCc2nnc(SCc3ccccc3)o2)cc1,-0.3,-11,·,-2,6,95,9,2,-5,0
